UPR XBP1 act = adaptive UPR (XBP1) activation; CHO-XBP1 luciferase reporter, IRE1-XBP1 UPR activation, luminescence; percent of tunicamycin response, DMSO as zero; activation, % at 20 µM; AID 463104; 330,000 compounds, 0.33% hits;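 active means versus positive control, 20 µM dose yields 30% or more activation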;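 further: 100% = tunicamycin at 10 µg/mL and 0% = DMSO only wells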
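Signal: luciferase luminescence; Assay system: CHO-XBP1 luciferase reporter cells; Amount: one thousand reporter cells per well; Dosing: 20 µM single concentration, DMSO 1%; Benchmarks: high control tunicamycin 10 µg/mL final, low control DMSO vehicle only; Schedule: 6 h compound exposure at 37 °C, 5% CO2; Evaluation: percent activation relative to tunicamycin reference.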
NR3A LBD binder = NR3A (human) ligand-binding domain modulation; AID 1259313; NR3A LBD differential scanning fluorimetry, Tm shift; 0% = protein alone, 100% = glycine-bound protein; Tm shift relative to glycine control, % at 25 µM; 340,000 compounds, 2.5% hits;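 active means melting temperature shift of at least 10% of the positive control shift, at one fixed dose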
APJ agonist = activates the human apelin receptor APJ. P35414. CHO-K1 APJ PathHunter beta-arrestin, luminescence; 0% DMSO wells, 100% apelin. activation, % at 20 µM. 330,000 compounds, 0.11% hits. AID 2520;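 active means activation more than six SD over the plate average, tested at 20 µM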;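 further: 0% = DMSO alone and 100% = apelin-13 at 10 nM; some results filed as inactive read as strong as hits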
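Test system: CHO-K1 APJ beta-arrestin complementation cell line | Compound: Single test compound dose, 20 µM final, 1% DMSO | Incubation: Compound 90 min 25 °C, reagent 1 h | Measured by: beta-gal luminescence | Read-out basis: APJ–arrestin association signal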
tim23-1 inh = growth inhibitors of tim23-1 mutant yeast | S. cerevisiae tim23-1 growth, BacTiter-Glo luminescence, 24 h | 330,000 compounds, 1.3% hits | inhibition, % at 20 µM;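 active means growth inhibition of the mutant yeast at or above 50%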;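 further: temperature-sensitive mutant grown at 25 °C; plate controls were DMSO-treated mutant yeast for no effect and medium wells lacking yeast for full effect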
Mdm2-MdmX inh = human Mdm2/MdmX binding inhibition; O15151+Q00987; SaOS-2 split-luciferase Mdm2/MdmX complementation, luminescence; inhibition, % at 8 µM; 330,000 compounds, 3% hits; AID 485346;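 active means inhibition of at least 50% at 8 µM in the primary screen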
Target sequence (O15151 whole entry, looked up): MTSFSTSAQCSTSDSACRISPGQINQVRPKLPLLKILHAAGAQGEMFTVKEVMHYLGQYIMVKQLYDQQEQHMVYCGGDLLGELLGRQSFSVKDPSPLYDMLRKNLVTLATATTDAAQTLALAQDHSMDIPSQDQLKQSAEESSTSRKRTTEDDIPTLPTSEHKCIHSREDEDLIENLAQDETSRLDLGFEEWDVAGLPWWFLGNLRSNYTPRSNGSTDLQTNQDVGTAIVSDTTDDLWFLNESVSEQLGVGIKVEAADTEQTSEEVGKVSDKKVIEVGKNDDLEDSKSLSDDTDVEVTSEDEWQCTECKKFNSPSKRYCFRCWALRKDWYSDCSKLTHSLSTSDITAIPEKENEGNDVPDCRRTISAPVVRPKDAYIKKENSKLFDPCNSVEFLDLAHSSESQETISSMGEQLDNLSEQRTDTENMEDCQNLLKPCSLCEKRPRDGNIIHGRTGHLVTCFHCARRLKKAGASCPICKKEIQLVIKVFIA
Target sequence (Q00987 whole entry, looked up): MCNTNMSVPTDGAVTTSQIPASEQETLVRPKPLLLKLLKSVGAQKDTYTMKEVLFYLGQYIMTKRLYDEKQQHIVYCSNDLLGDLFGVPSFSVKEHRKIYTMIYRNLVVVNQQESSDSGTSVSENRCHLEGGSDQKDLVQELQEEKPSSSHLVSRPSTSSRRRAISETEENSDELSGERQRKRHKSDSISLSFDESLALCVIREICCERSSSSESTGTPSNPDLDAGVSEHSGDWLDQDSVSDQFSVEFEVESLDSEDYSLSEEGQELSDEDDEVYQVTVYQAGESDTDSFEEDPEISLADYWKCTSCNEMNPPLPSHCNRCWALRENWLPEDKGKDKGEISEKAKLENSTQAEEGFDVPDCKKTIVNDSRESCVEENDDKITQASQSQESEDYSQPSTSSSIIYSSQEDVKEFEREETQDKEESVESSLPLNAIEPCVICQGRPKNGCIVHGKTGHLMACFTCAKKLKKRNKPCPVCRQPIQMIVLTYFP
NALP3 yeast inh = inhibitors of NALP3 inflammasome in yeast; Yeast reconstituted NLRP3/ASC/caspase-1, beta-gal luminescence, 24 h; inhibition, % at 10 µM; 330,000 compounds, 0.39% hits;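 active means inhibition of 50% or more; inactive means inhibition below 50%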;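 further: plate controls were induced DMSO wells for no effect and uninduced yeast grown without galactose for full effect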
CHOP UPR activ = activators of apoptotic arm of unfolded protein response (CHOP); CHO-CHOP luciferase reporter, UPR activation, luminescence; percent of tunicamycin response over DMSO baseline; activation, % at 10 µM; 330,000 compounds, 0.34% hits; AID 449763;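 active means at 10 µM dose, activation of 40% or more, normalized to positive control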;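 further: 100% = tunicamycin at 10 µg/mL and 0% = DMSO alone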
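Dosing – one dose, 10 µM in 0.5% DMSO · System – CHO-CHOP cells, stable luciferase reporter of PERK-eIF2a-CHOP signalling · Input – 500 cells/well · Control set – tunicamycin 10 µg/mL final as positive, DMSO-only wells as negative · Timing – 6 h compound treatment, 37 °C · Measure – % activation vs tunicamycin · Technique – luminescence read with Steady-Glo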
TIM10 inh = inhibits growth of TIM10 yeast strain; S. cerevisiae TIM10 strain growth, BacTiter-Glo luminescence, 24 h; inhibition, % at 10 µM; 330,000 compounds, 1.4% hits; AID 463195;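 active means inhibition of 40% or more at the single tested concentration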;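 further: wild-type TIM10 isogenic control strain grown at permissive 25 °C; 0% = DMSO yeast wells and 100% = minimal medium wells without yeast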
tim10-1 inh = tim10-1 yeast growth inhibition | S. cerevisiae tim10-1 ts strain growth, BacTiter-Glo, 24 h | inhibition, % at 20 µM | 330,000 compounds, 2.2% hits | AID 463190;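 active means inhibition of at least 40%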;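 further: mutant grown at 25 °C; 0% = DMSO wells with yeast and 100% = wells holding no yeast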
Active calls of the source: *; . = no result given.

SMILES | UPR XBP1 act | NR3A LBD binder | APJ agonist | tim23-1 inh | Mdm2-MdmX inh | NALP3 yeast inh | CHOP UPR activ | TIM10 inh | tim10-1 inh
COc1ccc(Cc2nc3ccc(C(=O)NCCc4cccc(C)n4)cc3o2)cc1 | -3.0 | 2.1 | 4.4 | 3.2 | 17.0 | 23.5 | 3.6 | -8.3 | 4.0
COc1ccc(OC)c(N(CC(=O)NN=C2CCN(C)CC2)S(=O)(=O)c2ccccc2)c1 | -1.8 | -3.4 | -2.6 | -1.1 | 7.8 | 4.1 | 1.1 | 14.4 | -14.0
COc1ccc(CCN2CC34C=CC(O3)C(C(=O)NCc3ccccc3)C4C2=O)cc1OC (stereo not drawn) | 2.8 | 0.3 | -2.0 | -0.2 | 19.6 | 12.6 | -0.1 | 2.7 | 5.8
C/C(Cc1ccccc1)=N\NC(=O)CNC(=O)c1ccc(Cl)cc1Cl | 0.0 | 0.0 | 0.6 | 4.4 | 6.0 | 11.9 | -1.8 | 7.4 | -16.6
Cc1cc(C(=O)NCc2ccc3c(c2)OCO3)ccc1[N+](=O)[O-] | -1.8 | 2.4 | -2.5 | 10.3 | -6.5 | 29.6 | 0.7 | -11.5 | -5.6
NC(=O)CSc1nnnn1-c1ccccc1Cl | -1.4 | 0.0 | 0.6 | -1.4 | 0.0 | -6.8 | 0.2 | 3.6 | 7.6
COc1ccccc1N1CCN(C(=O)c2cccc3c(=O)c(C)c(-c4ccccc4)oc23)CC1 | 0.5 | -2.4 | -5.0 | 4.0 | -6.5 | 22.6 | -0.1 | -1.2 | 22.9
Cc1noc(C)c1COc1ccc(CC(=O)NCCc2ccccn2)cc1 | -3.3 | -1.0 | 0.6 | 16.3 | -5.9 | 10.9 | 0.4 | 14.0 | 10.3
COc1ccc(C(=O)NC(=S)NCCc2ccccc2)cc1 | 2.3 | -3.6 | -0.4 | 1.5 | 15.8 | 8.6 | 1.1 | 1.4 | 17.3
NC(=O)c1nsc(C(=O)N(c2ccccc2)C(C(=O)NCC2CCCO2)c2cccs2)c1N (stereo not drawn) | -1.0 | -1.3 | 0.6 | 5.0 | -13.2 | 19.7 | -1.6 | 18.6 | 3.1
COc1cc(/C=C(\C#N)C(=O)NC2CCCCC2)ccc1OCc1ccc(C(=O)O)cc1 | -2.3 | -0.4 | -2.2 | 29.9 | 3.5 | 12.1 | 1.3 | 22.3 | 35.1
CSc1ccc(C(=O)NCC(=O)O)cc1[N+](=O)[O-] | -1.8 | -1.3 | -4.6 | 10.1 | 11.8 | 1.9 | -0.1 | -9.5 | 1.7
Cc1cc(O)c(/C=N/Nc2ccccc2Cl)c(=O)o1 | -1.3 | 2.6 | -1.7 | 4.7 | 15.3 | 12.0 | 2.5 | -25.3 | 6.4
N#CCCn1cc(C(=O)O)c(-c2ccc3ccccc3c2)n1 | -3.0 | 4.3 | -1.4 | 3.7 | -12.7 | 9.6 | -0.1 | 0.6 | 1.0
CCOC(=O)CSc1nc(N)c(C#N)cc1C#N | 2.0 | -1.0 | -1.4 | -0.1 | 7.1 | -10.8 | 3.6 | 5.5 | 12.1
CCn1c(N2CCN(S(=O)(=O)CC)CC2)nc2ccccc21 | -1.8 | -1.1 | -1.8 | -5.4 | 24.4 | 1.1 | -0.6 | -6.4 | 8.4
CS(=O)(=O)c1ccc(Cl)c(NC(=O)C2CC(=O)N(Cc3ccco3)C2)c1 (stereo not drawn) | -2.4 | 0.3 | -2.8 | -8.4 | -3.6 | 6.9 | -0.5 | -6.0 | -11.6
O=C(CNc1ccccc1)N/N=C/c1c(O)ccc2ccccc12 | -1.0 | 20.2* | -0.6 | 27.4 | 83.6* | 1.0 | -3.7 | 33.3 | 27.8
CCCn1c(N)c(C(=O)CSc2nnc3ccccn23)c(=O)n(C)c1=O | 0.1 | 0.2 | -3.2 | -8.4 | 12.8 | 13.2 | 0.1 | -4.2 | -2.0
S=C(NCc1cccnc1)Nc1ccc(Cl)cc1Cl | -2.1 | 2.1 | -2.4 | 18.5 | 4.4 | 0.5 | 0.1 | 7.5 | 15.0
O=C(Nc1ccccc1N1CCOCC1)c1cccc(NS(=O)(=O)c2ccc(F)c(F)c2)c1 | -2.4 | -0.3 | 3.3 | 24.9 | -0.3 | -13.7 | -2.9 | -3.9 | 11.5
O=C(C[C@@H]1C/C=C\CC[C@@H](Cc2ccc(F)cc2)C(=O)OC[C@@H](Cc2ccccc2)NC1=O)NCCO | -0.5 | -1.9 | -0.7 | -3.4 | 14.4 | 4.9 | -1.8 | 4.8 | -3.5
O=C(NCc1cn2ccsc2n1)Nc1ccc(Cl)cc1 | -2.2 | -9.3 | 2.0 | -17.3 | -0.8 | 11.5 | 0.3 | 1.3 | -7.5
Cc1ccc(N(C(=O)CNC(=O)c2ccco2)C(C(=O)NC2CCCC2)c2cccnc2)cc1C (stereo not drawn) | -1.4 | 0.7 | -2.4 | 10.6 | 0.2 | 5.6 | -1.0 | 15.2 | 3.9
CCc1c(C(C)S(=O)(=O)c2ccc(C)cc2)[nH]c(=O)n1-c1ccc(C)cc1 (stereo not drawn) | 0.6 | 1.8 | 0.0 | 10.5 | -31.4 | -2.3 | -0.3 | 6.3 | 35.4

Next part:
SMILES | UPR XBP1 act | NR3A LBD binder | APJ agonist | tim23-1 inh | Mdm2-MdmX inh | NALP3 yeast inh | CHOP UPR activ | TIM10 inh | tim10-1 inh
COc1ccc(NC(=O)Nc2ccc(C(=O)N3CCOCC3)cc2)cc1OC | -1.7 | 1.5 | -3.9 | 7.7 | 21.5 | 8.0 | -2.3 | 2.0 | -21.0
Cc1ccc(NC(=O)C2CCN(S(=O)(=O)c3c(C)noc3/C=C/N(C)C)CC2)cc1 | -2.0 | -5.5 | 0.8 | 13.4 | -0.2 | -3.8 | -0.8 | -3.1 | 5.7
Cc1cc(=O)oc2c(CN(CC(C)C)CC(C)C)c(O)ccc12 | -0.8 | -0.9 | 5.5 | 7.6 | -15.6 | -13.7 | -1.4 | -5.2 | 9.1
CC(C)Cc1nnc(NC(=O)CCC(=O)N2CCCCC2)s1 | -4.6 | 3.1 | -3.7 | 10.9 | 25.4 | 11.2 | 0.1 | -1.3 | 11.9
COc1ccc(-c2cc(=O)c(C(=O)c3ccc(C)cc3)n[nH]2)cc1 | 1.2 | -0.6 | -3.8 | 38.9 | 12.1 | 15.7 | -1.0 | 1.9 | 0.3
COc1ccccc1C(=O)NC(=O)CSc1nnc(N)s1 | 0.5 | -0.3 | -3.9 | -4.0 | 4.2 | 6.1 | -1.1 | -3.2 | -16.0
Cc1ccc(NC(=O)CCC(=O)N/N=C/c2coc3ccc(F)cc3c2=O)cc1 | 1.9 | -1.6 | -2.4 | 32.4 | 24.6 | 8.7 | 0.8 | 30.0 | -18.3
N#Cc1ccc(CSc2nc(N)cc(N)n2)cc1 | -3.4 | -0.7 | -1.0 | -4.1 | 3.5 | 19.8 | 3.2 | 0.2 | -6.7
C/C(N)=C(/C#N)C(=O)CSc1nc2ccccc2c(=O)n1Cc1ccc(C)cc1 | -3.3 | -17.5 | -2.6 | 57.2* | 33.9 | 3.4 | -1.6 | 18.5 | 29.2
CN1CCN(CCNC(=O)Nc2ccc(Cl)cc2)CC1 | -3.2 | -2.3 | -0.4 | -1.3 | 10.4 | 9.1 | 2.9 | -2.0 | -5.1
COC(=O)C1=C(C)NC2=C(C(=O)CC(C)(C)C2)C1c1ccsc1 (stereo not drawn) | -1.8 | -3.8 | -0.4 | -2.8 | -4.8 | 4.4 | 1.3 | -17.9 | -8.4
CC(=O)NC(CC(=O)Nc1ccc(S(=O)(=O)N2CCOCC2)cc1)c1ccccc1 (stereo not drawn) | -0.4 | 0.3 | -1.4 | 5.5 | 5.6 | 8.2 | 0.5 | 1.9 | -6.4
CCN1C[C@@H]2[C@@H]3C(=O)N(Cc4ccccc4)C(=O)[C@@H]3[C@](CC)(C(=O)OC)N2C1=NC | 0.5 | 0.3 | . | 32.0 | 11.7 | . | 2.6 | -9.0 | 12.5
CCOC(=O)CCCn1nc(C)n2c(cc3sccc32)c1=O | 5.0 | -1.2 | 0.1 | 3.4 | 11.9 | 18.5 | 0.3 | -4.3 | -2.9
COC(=O)c1ccc(C)cc1 | -0.1 | -0.5 | -3.4 | -1.8 | 13.8 | 12.4 | -2.0 | 6.8 | -10.2
CC(=O)c1cccc(S(=O)(=O)N2CCCC(c3nc(-c4ccc(C)o4)no3)C2)c1 (stereo not drawn) | -1.2 | 2.1 | -4.5 | 17.3 | 15.3 | 22.8 | -0.1 | 16.0 | 34.9
Cc1cc(O)c(NC(=S)NC(=O)c2ccc(-c3ccc(Cl)cc3)o2)cc1C | -2.7 | 30.1* | -7.8 | 34.1 | 25.8 | 25.5 | 1.6 | 12.3 | 7.5
CCNc1nc(N2CCOCC2)nc(N(c2ccccc2)c2ccccc2)n1 | 1.7 | 2.4 | -2.8 | 10.4 | 28.3 | -2.6 | 0.1 | -1.0 | 8.5
COCCN(C(=O)Nc1ccc(F)cc1F)c1nc2ccccc2s1 | -1.0 | -2.3 | -3.6 | 12.7 | 3.1 | 20.7 | 1.7 | -2.5 | -4.8
Cc1cccc(-n2c(SCC(=O)N(C)C3CCS(=O)(=O)C3)nc3ccccc3c2=O)c1C (stereo not drawn) | -1.9 | 1.7 | -3.3 | -14.4 | 11.1 | 18.0 | 0.7 | -8.1 | -20.1
CCOc1ccccc1NC(=S)NC1CC2CCC1C2 (stereo not drawn) | -2.3 | -6.6 | -1.1 | 33.3 | 14.7 | 13.3 | -2.0 | 15.8 | 36.7
Cc1ccc(Nc2nnc(SCc3nc4ccccc4c(=O)[nH]3)s2)cc1 | 1.5 | 4.8 | -3.3 | -6.0 | 65.8* | 9.0 | -1.4 | -8.2 | 5.3
COc1ccc2c(c1)C=C(CN1CCN(Cc3ccccc3C)C(CCO)C1)CO2 (stereo not drawn) | -1.8 | 2.3 | -1.4 | 6.0 | 18.8 | 14.6 | 1.2 | -1.3 | 3.7

Exported with tabs: 4 of the compounds above.
structure	UPR XBP1 act	NR3A LBD binder	APJ agonist	tim23-1 inh	Mdm2-MdmX inh	NALP3 yeast inh	CHOP UPR activ	TIM10 inh	tim10-1 inh
COc1ccc(C(=O)NC(=S)NCCc2ccccc2)cc1	2.3	-3.6	-0.4	1.5	15.8	8.6	1.1	1.4	17.3
NC(=O)c1nsc(C(=O)N(c2ccccc2)C(C(=O)NCC2CCCO2)c2cccs2)c1N (stereo not drawn)	-1.0	-1.3	0.6	5.0	-13.2	19.7	-1.6	18.6	3.1
COc1cc(/C=C(\C#N)C(=O)NC2CCCCC2)ccc1OCc1ccc(C(=O)O)cc1	-2.3	-0.4	-2.2	29.9	3.5	12.1	1.3	22.3	35.1
CSc1ccc(C(=O)NCC(=O)O)cc1[N+](=O)[O-]	-1.8	-1.3	-4.6	10.1	11.8	1.9	-0.1	-9.5	1.7
